Screens (PubChem BioAssay)
Glioma ERSR ind: induces the endoplasmic reticulum stress response in human glioma cells. U87-MG GRP78 promoter luciferase reporter, 16 h. 0.02% of 420,000 active. Potency, µM, for the others: top-dose activation, actives largely listed as activators; further: series mostly up to about 76 µM; % of control where 0% means no effect; nearly all actives have a fitted effect of over 35% in size
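Stably transfected U87-MG glioma cells carrying a GRP78-based luciferase sensor; 16 h compound incubation. Luminescence end-point read 10 min after Bright-Glo addition at room temperature.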
ALOX12 inh: ALOX12 (human) lipoxygenase inhibition; 1.1% of 580,000 active; P18054; Potency, µM (top dose mostly 108 µM), inactives show top-dose activity change, negative = inhibition, most hits filed as inhibitors; purified 12hLO, xylenol orange hydroperoxide absorbance; AID 1671190; further: on the % scale 0 is the no-effect control and ±100 the full control effect
Target sequence (P18054 whole entry, looked up): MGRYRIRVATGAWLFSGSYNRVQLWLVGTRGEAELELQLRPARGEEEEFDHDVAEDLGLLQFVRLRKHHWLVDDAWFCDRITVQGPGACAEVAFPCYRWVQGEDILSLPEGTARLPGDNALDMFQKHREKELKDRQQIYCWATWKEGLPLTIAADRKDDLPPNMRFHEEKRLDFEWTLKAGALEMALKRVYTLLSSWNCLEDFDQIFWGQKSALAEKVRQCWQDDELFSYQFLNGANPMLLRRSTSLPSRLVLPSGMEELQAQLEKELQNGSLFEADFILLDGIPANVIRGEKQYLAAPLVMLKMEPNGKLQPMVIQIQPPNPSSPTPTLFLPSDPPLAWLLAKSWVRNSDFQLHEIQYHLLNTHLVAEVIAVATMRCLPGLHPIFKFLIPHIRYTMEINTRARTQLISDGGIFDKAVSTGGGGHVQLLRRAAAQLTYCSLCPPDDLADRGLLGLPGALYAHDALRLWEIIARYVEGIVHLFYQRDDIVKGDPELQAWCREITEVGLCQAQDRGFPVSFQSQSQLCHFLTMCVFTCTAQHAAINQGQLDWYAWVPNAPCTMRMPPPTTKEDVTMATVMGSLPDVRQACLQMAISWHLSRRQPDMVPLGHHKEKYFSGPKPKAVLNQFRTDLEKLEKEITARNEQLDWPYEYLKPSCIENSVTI
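Purified human 12hLO (150 nM final) in 25 mM Hepes, 0.01% Triton X-100, pH 7.0 was preincubated 15 min at room temperature with compound. Then 40 uM arachidonic acid was added, 30 min. Hydroperoxide was read by Fe-XO absorbance ratio 573/405 nm.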
An asterisk follows results filed as active; ? = inconclusive; & = joins results of further samples; [ ] = another dose, or the depositor's remark. The call rests on the fitted dose curve; in most records, active means well fitted curve in the direction sought with a large enough effect; inconclusive means small, poorly fitted or top-dose-only effect, or another doubt; inactive means no such curve, though single readings can be large; an effect the other way counts as inactive or inconclusive. Potency means the concentration at half of the fitted maximal effect. An excerpt; the hit share may differ from the screen's.

Molecule	Glioma ERSR ind	ALOX12 inh
COCC(=O)Nc1cc(C(=O)N2CCCC(c3ccccc3)CC2)c2c(c1)nc(-c1ccncc1)n2C (stereo unspecified)	2.0%	11.5%
Oc1cccc(-c2c3nc(c(-c4cccc(O)c4)c4ccc([nH]4)c(-c4cccc(O)c4)c4nc(c(-c5cccc(O)c5)c5ccc2[nH]5)CC4)C=C3)c1	-6.1%&-11.2%	3.61µM*
FC(F)(F)c1ccccc1-c1cncnc1NCc1ccccc1	-3.1%	?
CN1CCN(c2ncc3nc(-c4ccccc4)c(=O)n(C)c3n2)CC1	4.8%	0.0%
COc1ccccc1C1CN(CC(=O)N2CCC(C(O)c3ccccn3)CC2)Cc2ccccc2O1 (stereo unspecified)	-2.3%	9.3%
CN(C)C(=O)c1ccc(-c2cncnc2Nc2ccc(F)cc2)cc1	-1.5%	?
Cc1ncc2c(c1CNS(=O)(=O)N(C)C)CCN(C(=O)/C=C/c1ccccc1Cl)C2	-1.9%	-1.2%
COc1ccc(C(=O)N2CCC3(CCCN(C)C3)CC2)cc1	-2.9%	-4.7%[57.4 µM]
COc1ccc(N2C(=O)[C@@H]3C[C@H]2CN3Cc2cccn2-c2ccccn2)cc1Cl	-2.1%	10.1%
COCCn1c(=O)c(-c2ccccc2)nc2cncnc21	-2.7%	?
CC(C)=CCCC1(C)C=Cc2c(O)c3c(c(CC=C(C)C)c2O1)OC12C(=CCCC1C(C)(C)O[C@@]2(C/C=C(\C)C(=O)O)C(=O)O)C3=O (stereo partly specified)	-7.2%	?
CSc1nccc(-c2cc(Cl)c3c(c2)CC(CNC(=O)c2ccc(C)nc2)O3)n1 (stereo unspecified)	1.8%	2.6%
Cc1nc2cnc(N3CCN(C)CC3)nc2n(C)c1=O	-3.8%	?
CCNc1ncc2nc(-c3ccc(Cl)cc3)c(=O)n(-c3ccc(OC)cc3)c2n1	-3.4%	42.4%
CCC(C)(Oc1ccc(C2(c3ccc(OC(C)(CC)C(=O)O)cc3)CCCCC2)cc1)C(=O)O (stereo unspecified)	-1.5%	-23.5%[57.4 µM]
COc1cc(=O)n2c(c1C(=O)NCc1ccco1)CCN(Cc1ccc3nsnc3c1)CC2	0.5%	?
COc1cc(=O)n2c(c1C(=O)N1CCc3ccccc3C1)CCN(Cc1ccc(CO)o1)CC2	-0.3%	-2.1%
Cn1c(=O)cnc2cnc(Oc3ccccc3)nc21	-3.0%	0.0%
C[C@@H]1CN(Cc2ccc3c(c2)CN(Cc2cccn2-c2ccc(Cl)cn2)CCO3)C[C@H](C)O1	-4.7%	10.9%
CC(=O)N1CCC2(CC1)CN(Cc1cc(C(F)(F)F)cc(C(F)(F)F)c1)C2	-3.7%	1.4%[57.4 µM]
O=C(c1cnccn1)N1CCC[C@@]2(CCN(c3ccccn3)C2)C1	-4.9%	-6.4%[57.4 µM]
CS/C(N)=C(C#N)/C(C#N)=C(\N)SC	-2.7%	?
CC(C)NC(=O)N1CCC2(CC1)CCN(C(=O)c1cccn1C)CC2	-5.4%	-3.7%[57.4 µM]
COC(=O)C1CCN(Cc2ccc3c(c2)CN(C(=O)c2sc(C)nc2C)CCO3)CC1	-4.6%	23.5%
CCc1nc2cc(C(=O)NC3CCOC(C)(C)C3)cc(NC(=O)c3ccccc3OC)c2n1C (stereo unspecified)	5.0%	7.2%
Cc1cc(C(=O)NCC2CCC3(CCN(Cc4cccc(F)c4F)CC3)O2)n(C)n1 (stereo unspecified)	-0.1%	6.1%
COc1ccc(O)c(CN2CCC3(CCC(CNC(=O)c4ccco4)O3)CC2)c1 (stereo unspecified)	1.1%	7.0%
COC(=O)C1CCN(Cc2ccc3c(c2)CN(C(=O)C(C)N2CCOCC2)CCO3)CC1 (stereo unspecified)	-3.8%	24.3%
COc1ccccc1CN1CC[C@@]2(CCCN(C(=O)c3cccc(F)c3)C2)C1	-1.6%	10.5%[57.4 µM]
O=C(c1cc(C(F)(F)F)cc(C(F)(F)F)c1)N1CCC2(CC1)CN(c1ccccn1)C2	-6.0%	?

Overlap with the part before: two entries; new compounds follow.
Molecule	Glioma ERSR ind	ALOX12 inh
COc1ccccc1CN1CC[C@@]2(CCCN(C(=O)c3cccc(F)c3)C2)C1	-1.6%	10.5%[57.4 µM]
O=C(c1cc(C(F)(F)F)cc(C(F)(F)F)c1)N1CCC2(CC1)CN(c1ccccn1)C2	-6.0%	?
CCCCCCCCCCCCCCCCN	-4.1%	-2.7%[22.9 µM]
CN1CCN(c2nc(-c3ccoc3)nc3ccccc23)CC1	1.5%	?
COCCn1c(=O)c(-c2ccc(Cl)cc2)nc2cnc(OC)nc21	-4.0%	131.1%[activator]
COC(=O)N1CCC2(CC1)CN(C(c1ccccc1)c1ccccc1)C2	-2.0%	11.8%[57.4 µM]
COc1ccc(CN2CCOc3ccc(CN4CCC(O)(c5cccnc5)CC4)cc3C2)c(C)c1C	-5.6%	-7.5%
COc1cccc(-c2cncnc2NCc2cccc(C)c2)c1	8.0%	?
CC(=O)N(CC(O)CO)c1c(I)c(C(=O)NCCO)c(I)c(C(=O)NCC(O)CO)c1I (stereo unspecified)	-2.7%	-5.4%[22.9 µM]
CCn1c(-c2ccccc2F)nc2cc(NC(C)=O)cc(C(=O)N3CCCC3c3nccs3)c21 (stereo unspecified)	-4.8%	19.6%
COc1ccccc1CNc1ncnc2ccc(-c3cccc(NS(C)(=O)=O)c3)cc12	-6.6%	-22.2%
COc1ccc(-n2c(=O)c(-c3cn(C)c4ccccc34)nc3cncnc32)cc1	-3.8%	?
CC(=O)N1CCC[C@H]1C(=O)NCC1Cc2cc(C)cc(-c3ccc(Cl)cc3)c2O1 (stereo partly specified)	-0.7%	7.3%
COc1cccc(-c2ccc3ncnc(N4CCNCC4)c3c2)c1	4.2%	-18.9%
COc1ccc(C(=O)N2CCC[C@@]3(CCN(Cc4nccs4)C3)C2)cc1	0.6%	0.8%[57.4 µM]
CN1CCN(c2nc(-c3ccccc3C(F)(F)F)nc3ccccc23)CC1	-2.5%	?
COCCn1c(=O)c(C)nc2cnc(N3CCN(C)CC3)nc21	-3.1%	0.0%
O=C(O)c1c(Cl)c(Cl)c(Cl)c(Cl)c1-c1c2cc(I)c(=O)c(I)c-2oc2c(I)c(O)c(I)cc12	-9.7%&-9.8%	0.863µM*
COc1cc(C)c(CN2C[C@H](Sc3ccccn3)C[C@H]2C(=O)N(C)C)cc1C	-1.7%	?
CCN1CCCC1CNC(=O)c1cnn(-c2nccc(-c3cc(OC)ccc3OC)n2)c1C (stereo unspecified)	-5.8%	-1.9%
COc1ccc(-c2nc3cnc(N(C)C)nc3n(Cc3ccc(F)cc3)c2=O)cc1	3.4%	?
CN(C)CC[C@H](c1ccc(Cl)cc1)c1ccccn1	-3.2%	?
Cc1ccccc1CN1CCc2nnc(C(C)NC(=O)c3cc(F)ccc3F)n2CC1 (stereo unspecified)	-3.7%	7.4%
COc1cc(CN2CCc3nnc(C(NS(C)(=O)=O)C(C)C)n3CC2)ccc1F (stereo unspecified)	-4.9%	-1.2%
Cc1ncc2c(c1CNC(=O)c1ccc3c(c1)OCO3)CCN(C(=O)/C=C/c1ccc(Cl)cc1)C2	-3.6%	6.2%
O=C(NCCN1Cc2ccccc2OC(c2ccsc2)C1)c1ccc2[nH]ccc2c1 (stereo unspecified)	-0.6%	-5.9%
CN1CCN(c2ncc3nc(CCc4ccccc4)c(=O)n(C4CC4)c3n2)CC1	-1.4%	?
COc1ccnc(CS(=O)c2nc3ccc(OC(F)F)cc3[nH]2)c1OC (stereo unspecified)	0.8%	?
COc1cccc(Nc2ncc3nc(-c4cc(F)cc(F)c4)c(=O)n(C4CC4)c3n2)c1	-1.5%	?
Cn1cccc1C(=O)N1CCC2(CCN(C(=O)Nc3cccc(C#N)c3)CC2)CC1	-3.5%	-3.4%[57.4 µM]
COc1ccccc1-c1cc2c(c(OC)c1)OCCN(CCC(C)c1ccc(C)o1)C2 (stereo unspecified)	-5.1%	19.5%
CS(=O)(=O)c1ccc(-c2cccc3c2OC(CNC(=O)c2ccnc(Cl)c2)C3)cc1 (stereo unspecified)	-5.9%	15.4%

Rewritten with each value named: part of the list above.
CC(=O)N1CCC[C@H]1C(=O)NCC1Cc2cc(C)cc(-c3ccc(Cl)cc3)c2O1 (stereo partly specified)
  Glioma ERSR ind: -0.7%
  ALOX12 inh: 7.3%

COCCn1c(=O)c(C)nc2cnc(N3CCN(C)CC3)nc21
  Glioma ERSR ind: -3.1%
  ALOX12 inh: 0.0%

Next part
Molecule	Glioma ERSR ind	ALOX12 inh
N#Cc1cccc(NC(=O)N2CCC3(CC2)CCN(C(=O)c2ccco2)CC3)c1	-5.8%	-21.1%[57.4 µM]
CN(C)c1ncc2nc(-c3cccs3)c(=O)n(-c3ccccc3)c2n1	-2.3%	0.0%
CC(=O)SCC(CC(=O)c1ccc(C)cc1)C(=O)O (stereo unspecified)	-1.6%	-8.9%[22.9 µM]
O=C(c1cnccn1)N1CCC2(CC1)CCN(c1ccccc1)CC2	-3.7%	?
CCCCOCCOCCOCc1cc2c(cc1CCC)OCO2	-4.3%&10.3%	-20.8%[22.9 µM]
CCC(=O)N[C@@H]1c2ccccc2C2(CCN(Cc3[nH]c4c(Cl)cccc4c3C)CC2)[C@H]1OC	-1.2%	-8.9%
CN(C)c1ccc(-c2cncnc2NCc2ccccc2)cc1	-3.9%	?
CCNc1ncc2nc(C)c(=O)n(CCC#N)c2n1	-1.1%	?
COc1cccc(Cn2c(=O)c(-c3cccc(C#N)c3)nc3cnc(N4CCN(C)CC4)nc32)c1	-3.0%	-27.5%
CN(C)c1ccc(-c2nc(-n3ccnc3)c3ccccc3n2)cc1	-11.0%	?
O=C(Nc1cccc(F)c1)N1CC[C@@]2(CCCN(C(=O)c3ccco3)C2)C1	-2.1%	6.4%[57.4 µM]
CCC1CN(CCNC(=O)c2ccc3c(c2)OCCO3)Cc2cc(OC)ccc2O1 (stereo unspecified)	-2.9%	8.2%
COc1ccc(OC)c(-c2ccnc(-n3ncc(C(=O)N4CCN(CCO)CC4)c3C3CC3)n2)c1	-3.2%	-2.9%
CC(=O)c1ccc(F)c(-c2cc(C)cc3c2OC(CNC(=O)C2CCCCN2C)C3)c1 (stereo unspecified)	-5.9%	20.5%
COc1ccc(CN2CCOc3ccc(CN4CCCCC4CO)cc3C2)c(OC)c1 (stereo unspecified)	-2.4%	-7.4%
COc1cc(=O)n2c(c1C(=O)N(C)Cc1nccs1)CCN(Cc1cc3ccccc3s1)CC2	-0.6%	2.0%
CS(=O)(=O)N1CCC2(CC1)CN(C(=O)Nc1cccc(C#N)c1)C2	-3.0%	0.6%[57.4 µM]
COc1ccc(-c2nc3cnc(N4CCNCC4)nc3n(CCC#N)c2=O)cc1	-4.7%	0.0%
O=C(COCCOCCOCC(=O)Nc1c(I)cc(I)c(C(=O)O)c1I)Nc1c(I)cc(I)c(C(=O)O)c1I	-3.4%	-19.5%[22.9 µM]
CSc1ccc(-c2ccc3c(c2)CC(CNC(=O)Cn2nc(C)nc2C)O3)cc1 (stereo unspecified)	-3.2%	5.7%
O=C(NCC1CCC2(CCN(Cc3c[nH]c4ccccc34)CC2)O1)C1CCOCC1 (stereo unspecified)	0.8%	-7.3%
CCn1c(-c2cccc(OC)c2)nc2cc(NC(C)=O)cc(C(=O)N(C)CC3COCCO3)c21 (stereo unspecified)	-5.3%	8.1%
COc1cc(=O)n2c(c1C(=O)NC(C)c1ccco1)CCN(C(=O)c1cc(C)cc(C)c1)CC2 (stereo unspecified)	5.2%	5.3%
Cc1noc(C)c1-c1cc(NCCN2CCOCC2)ncn1	2.5%	39.8µM*
Cn1c(=O)c(CCc2ccccc2)nc2cnc(OCc3ccccc3)nc21	-2.1%	0.0%
O=c1c(-c2cc(F)cc(F)c2)nc2cncnc2n1Cc1ccccc1Cl	-3.0%	?
C[C@H]1C[C@@H]2[C@@H]([C@@H](O)C[C@@]3(C)[C@H]2CC[C@]3(O)C(=O)CO)[C@@]2(C)C=CC(=O)C=C12	-4.2%	7.1%[57.4 µM]
C[C@H]1NCc2cc(-c3ccc4c(=O)c(C(=O)O)cn(C5CC5)c4c3OC(F)F)ccc21	-4.2%	-17.9%[12.5 µM]
COc1ncc2nc(CCc3ccccc3)c(=O)n(CCc3ccccc3)c2n1	-1.9%	-10.6%
CC(C)NC[C@@H](O)COc1ccc(CCOCC2CC2)cc1	0.4%&-4.3%	9.5%
COc1ccc(NC(=O)N2CC[C@@]3(CCCN(C(=O)c4cccn4C)C3)C2)cc1	-1.9%	-2.8%[57.4 µM]
CC(C)c1c(C(=O)N(C)CC2CCCN(C)C2)cnn1-c1nccc(-c2cccs2)n1 (stereo unspecified)	1.3%	-1.1%
